DT40 TDP1 no CPT = qHTS for Inhibitors of human tyrosyl-DNA phosphodiesterase 1 (TDP1): qHTS in cells in absence of CPT; Potency, µM (top dose mostly 46.2 µM), for inactives: at the highest dose activity change, negative = growth inhibition, hits mostly inhibitors; AID 686978, 2013; DT40 Tdp1-/- hTDP1 cells, no CPT, ATP luminescence, 48 h; 420,000 tested, 15% active; note: nearly all actives have a fitted effect of over 55% in size
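Readout: luminescence from CellTiter-Glo after 30 min in the dark at RT. Cells: DT40 Tdp1-/- with stable hTDP1, 400/well. Exposure: compounds alone, ≥48 hr, 37 °C.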
KAT2A inh = qHTS Assay for Inhibitors of GCN5L2. GCN5L2 HAT assay, ThioGlo1 CoA-SH fluorescence. Potency, µM (highest dose often 58.9 µM), for the others: top-dose activity change, negative = inhibition, hits mostly inhibitors. 390,000 tested, 0.21% active
Target sequence (Q92830 whole entry, looked up): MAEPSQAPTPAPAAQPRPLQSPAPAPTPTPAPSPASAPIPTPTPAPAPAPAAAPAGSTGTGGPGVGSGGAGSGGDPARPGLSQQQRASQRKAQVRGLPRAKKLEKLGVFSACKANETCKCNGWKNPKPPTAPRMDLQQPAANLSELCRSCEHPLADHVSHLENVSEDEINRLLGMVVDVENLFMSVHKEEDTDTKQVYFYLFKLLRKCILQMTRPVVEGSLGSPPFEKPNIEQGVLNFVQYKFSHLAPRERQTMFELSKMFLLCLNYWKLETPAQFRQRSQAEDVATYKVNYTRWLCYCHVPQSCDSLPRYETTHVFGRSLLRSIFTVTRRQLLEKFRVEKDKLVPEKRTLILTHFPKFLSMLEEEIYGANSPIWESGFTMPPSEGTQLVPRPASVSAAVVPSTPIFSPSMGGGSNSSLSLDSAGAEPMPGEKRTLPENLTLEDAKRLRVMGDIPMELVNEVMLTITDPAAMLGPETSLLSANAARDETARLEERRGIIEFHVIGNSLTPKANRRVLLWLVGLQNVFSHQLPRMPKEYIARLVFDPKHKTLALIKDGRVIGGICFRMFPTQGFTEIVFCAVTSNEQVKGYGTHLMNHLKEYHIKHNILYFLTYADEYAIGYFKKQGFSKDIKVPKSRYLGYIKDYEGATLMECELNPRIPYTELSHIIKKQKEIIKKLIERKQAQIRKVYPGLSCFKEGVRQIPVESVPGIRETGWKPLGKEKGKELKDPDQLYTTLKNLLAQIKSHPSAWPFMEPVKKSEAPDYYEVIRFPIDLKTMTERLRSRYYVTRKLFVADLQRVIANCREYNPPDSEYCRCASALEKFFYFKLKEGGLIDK
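ThioGlo1-coupled HAT assay: 20nM GCN5L2, 70uM acetyl-CoA, 75uM H3(1-25) peptide, pH 7.5. Fluorescence read at 340/540nm at start and after 20 min at room temperature.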
TDP1 cell CPT = qHTS for Inhibitors of human tyrosyl-DNA phosphodiesterase 1 (TDP1): qHTS in cells in presence of CPT. chicken DT40 Tdp1-/-;hTDP1 cells + 20 nM CPT, ATP luminescence, 48 h. Potency, µM (top dose mostly 46.2 µM), for inactives: at the top dose activity change, negative = growth inhibition, actives largely listed as inhibitors. 420,000 tested, 12% active. AID 686979, 2013; note: nearly all actives have a fitted effect of over 55% in size
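Cell growth measured by CellTiter-Glo luminescence after a minimum 48 h, 37 C compound exposure with 20 nM CPT in Tdp1-knockout DT40 cells stably expressing hTDP1, seeded 400/well; qHTS titration format.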
* marks the source's active call; other numbers are inactive results; ? = inconclusive; . = not tested or not shown; [ ] = another dose, or the depositor's remark. Calls come from the whole dose curve; as a rule, active = well fitted curve in the direction sought with a large enough effect; inconclusive = small, poorly fitted or top-dose-only effect, or another doubt; inactive = no such curve, though single readings can be large; an effect the other way counts as inactive or inconclusive. % is set by controls: 0 for no effect and ±100 for the full control effect; potency is the fitted concentration of half-maximal effect.

SMILES	DT40 TDP1 no CPT	KAT2A inh	TDP1 cell CPT
CN(Cc1cccs1)S(=O)(=O)c1cccs1	-8%	1%	-22%
N#CC1=C(N)OC2=C(C(=O)CC(c3ccccc3)C2)C1c1ccoc1 (configuration not stated)	-5%	1%	-23%
Cc1ccc(CN2C(=O)CCC2(C)C(=O)NCc2cccnc2)cc1 (configuration not stated)	-17%	-1%	-4%
Cc1cc(C(=O)CSc2n[nH]c(N)n2)c(C)n1-c1ccc2c(c1)OCO2	23µM*	-4%	?
Cn1c(SCC(=O)Nc2nccs2)nnc1-c1ccccn1	11%	-1%	-14%
Cc1cnc(C(=O)OCC(=O)c2ccc(C)s2)cn1	-17%	-7%	7%
O=C1NC2=C(C(=O)CCC2)C(c2ccc([N+](=O)[O-])cc2)N1 (configuration not stated)	-1%	0%	-3%
CCC(C(=O)N1CCN(C(=O)c2ccco2)CC1)c1ccccc1 (configuration not stated)	-6%	1%	0%
O=C(NCc1cccc(F)c1)C1CCN(c2nc3ccccc3nc2C(F)(F)F)CC1	?	-2%	-24%
COc1ccc(C)cc1NC(=O)CSc1nnc(-c2ccco2)n1Cc1ccco1	?	-3%	-15%
CC(C)=CCc1cc([C@@H]2COc3c(ccc4c3C=CC(C)(C)O4)C2)c(O)cc1O	?	.	18µM*
COC(=O)c1ccccc1NC(=O)c1cc(-c2ccco2)on1	-19%	2%	-3%
CC(C)(C)C(=O)C1=C(O)C(=O)N(Cc2ccccc2)C1c1ccccc1Cl (configuration not stated)	?	-9%	-28%
Cn1cc(CN2CCCC(CO)C2)c(-c2ccc(Oc3ccccc3)cc2)n1 (configuration not stated)	?	0%	-29%
O=C(Nc1ccc(C(=O)NCCCN2CCN(c3ccc(F)cc3)CC2)cc1)C1=CSCCO1	?	-19%	?
COc1ccc(-c2noc3c2-c2nc(C(C)C)sc2CC3)cc1	?	.	-29%
CCOc1ccc(N(CC(=O)NC(C)(C)C)C(=O)CCC(=O)Nc2nccs2)cc1	-8%	-3%	51%[activator]
NC(=S)Nc1cccc2[nH]ncc12	7%	-1%	-4%
Cc1nnc(NC(=O)c2cccc(S(=O)(=O)N3CCCC3)c2)s1	2%	1%	1%
CC1CCCC(C)N1C(=O)COC(=O)C12CC3CC(CC(Cl)(C3)C1)C2 (configuration not stated)	?	-1%	-26%
COc1cccc(NC(=O)c2oc3ccccc3c2NC(=O)c2cc3ccccc3o2)c1	18µM*	-2%	13µM*
COc1ccccc1S(=O)(=O)N(C)C[C@H]1OCc2cnnn2CCCC(=O)N([C@@H](C)CO)C[C@H]1C	-5%	.	-1%
CCC(=O)Nc1ccccc1C(=O)C(=O)Nc1ccccc1	-26%	1%	-11%
CC(Nc1cc(N2CCN(S(C)(=O)=O)CC2)ccc1[N+](=O)[O-])c1ccccc1 (configuration not stated)	16µM*	-7%	?
CCOC(=O)[C@]12CCCC=C1N(Cc1cccc3ccccc13)C(=O)[C@H](CC(=O)N1CCSCC1)C2	?	.	?
Cc1cc(SCC(=O)Nc2ccc(O)cc2)n2ncc(-c3ccccc3)c2n1	-2%	-1%	-30%
Cc1ccc(-n2ncc(C(=O)Nc3ccc4c(c3)OCO4)c2C2CCN(C(=O)OC(C)(C)C)CC2)cc1	21µM*	3%	21µM*
O=C(c1ccc(=O)[nH]c1)N(Cc1ccco1)C1(C(=O)NC2CCCCC2)CCCCC1	?	2%	-13%
NC(=O)C1CCN(C(=O)CSc2nc3c(c(-c4ccccc4)n2)CCCC3)CC1	-16%	-1%	2%
COC(=O)c1cn([C@@H]2C[C@@H](C(=O)Nc3cccc(SC)c3)N(C3CCCC3)C2)nn1	-24%	.	3%[9.04 µM]

Random excerpt: three records from the list, in no set order.
SMILES	DT40 TDP1 no CPT	KAT2A inh	TDP1 cell CPT
Cc1nnc(NC(=O)c2cccc(S(=O)(=O)N3CCCC3)c2)s1	2%	1%	1%
COc1ccccc1S(=O)(=O)N(C)C[C@H]1OCc2cnnn2CCCC(=O)N([C@@H](C)CO)C[C@H]1C	-5%	.	-1%
NC(=O)C1CCN(C(=O)CSc2nc3c(c(-c4ccccc4)n2)CCCC3)CC1	-16%	-1%	2%

A second format for part of the listing above:
canonical_smiles | DT40 TDP1 no CPT | KAT2A inh | TDP1 cell CPT
CCOc1ccc(N(CC(=O)NC(C)(C)C)C(=O)CCC(=O)Nc2nccs2)cc1 | -8% | -3% | 51%[activator]
Cc1ccc(-n2ncc(C(=O)Nc3ccc4c(c3)OCO4)c2C2CCN(C(=O)OC(C)(C)C)CC2)cc1 | 21µM* | 3% | 21µM*
CC(Nc1cc(N2CCN(S(C)(=O)=O)CC2)ccc1[N+](=O)[O-])c1ccccc1 (configuration not stated) | 16µM* | -7% | ?
CCC(=O)Nc1ccccc1C(=O)C(=O)Nc1ccccc1 | -26% | 1% | -11%

Back to the main list, starting 4 compounds before the break.
SMILES	DT40 TDP1 no CPT	KAT2A inh	TDP1 cell CPT
Cc1ccc(-n2ncc(C(=O)Nc3ccc4c(c3)OCO4)c2C2CCN(C(=O)OC(C)(C)C)CC2)cc1	21µM*	3%	21µM*
O=C(c1ccc(=O)[nH]c1)N(Cc1ccco1)C1(C(=O)NC2CCCCC2)CCCCC1	?	2%	-13%
NC(=O)C1CCN(C(=O)CSc2nc3c(c(-c4ccccc4)n2)CCCC3)CC1	-16%	-1%	2%
COC(=O)c1cn([C@@H]2C[C@@H](C(=O)Nc3cccc(SC)c3)N(C3CCCC3)C2)nn1	-24%	.	3%[9.04 µM]
COc1ccc(C(=O)CCN2CCN(c3ccc(OC)cc3)CC2)cc1	2.1µM*	1%	2.1µM*
CCOc1cnc(C(=O)NNC(=O)C(Br)C(C)C)o1 (configuration not stated)	2%	-7%	-3%
O=C(CSc1nnc2ccc(-c3ccncc3)nn12)c1cccs1	?	-10%	?
COc1ccc(-c2ccc(C(=O)Nc3cc(OC)c(OC)c(OC)c3)c3occc23)c(C)c1	23µM*	.	6.5µM*
O=C(COc1cccc(NC(=O)c2ccccc2)c1)c1ccc(F)cc1	-49%	-5%	?
Cc1ccc(NC(=S)NCCc2ccc(S(N)(=O)=O)cc2)c(C)c1	-4%	.	5%
O=S(=O)(c1ccccc1)N1CCC2(CC1)CN(C(c1ccccc1)c1ccccc1)C2	?	-20%	7%
C=CCN(Cc1nc(-c2ccc(OC)c(OC)c2)oc1C)C1CCS(=O)(=O)C1 (configuration not stated)	-16%	-3%	5%
Cc1cc(-c2ccnc(-n3ncc(C(=O)NCC(C)(C)N4CCOCC4)c3C)n2)c(C)s1	-9%	.	4%[9.04 µM]
COc1ccc(OC)c(N(CC(=O)N2CCCCC2)S(=O)(=O)c2ccc(OC)c(OC)c2)c1	-9%	-2%	-16%
CCOC(=O)c1cc2c(c(CCO)n1)[C@H](CCO)N(S(=O)(=O)C(C)(C)C)C2	-13%	.	-19%
[O-]/C(=C(\C(=S)Nc1ccc(SC(F)F)cc1)[n+]1ccccc1)c1cc(Cl)ccc1Cl	16µM*	-8%	16µM*
COc1ccc(OC)c(CN2C(=O)CCC2(C)c2nnnn2Cc2ccccc2)c1 (configuration not stated)	?	.	-25%
CC(=O)Nc1ccc(OCC(=O)NCc2ccccc2)cc1	-1%	?	23%
CCN(CC)C(=O)CSc1nnc(-c2ccco2)n1N	-2%	-4%	-4%
CC(Sc1n[nH]c(=O)n1Cc1ccccc1)C(=O)NCC1CCCO1 (configuration not stated)	-6%	-9%	-5%
CCc1[nH]nc(C(=O)N2CCCC(CNS(=O)(=O)c3cccs3)C2)c1C (configuration not stated)	-1%	2%	-13%
O=C(/C(=N\Nc1ccc([N+](=O)[O-])cc1)Sc1nnnn1-c1ccccc1)c1ccccc1	?	-3%	?
O=C(CCCc1ccccc1)Nc1cccc([N+](=O)[O-])c1	-28%	-25%	-12%
C/C(=N\NC(=O)c1ccc2c(c1)OCO2)c1cccnc1	7%	-4%	-2%
COc1cc(C)ccc1S(=O)(=O)NC1CC(C)(C)NC(C)(C)C1	-7%	-22%	-11%
Nc1c(C(=O)c2ccccc2)sc(Nc2ccccc2)c1S(=O)(=O)c1ccccc1	?	-11%	?
CCOc1ccc2nc(-c3ccc(OC)c(OC)c3)cc(C(=O)O)c2c1	0%	-19%	-8%
CCCn1c(N)c(N(CCOC)C(=O)c2cc3ccccc3cc2OC)c(=O)[nH]c1=O	10%	0%	4%
CCOC(=O)c1c(C)n(CC(O)CN(C)C)c2cc(Br)c(OC)cc12 (configuration not stated)	?	-3%	22%
CCN(C(=O)c1ccc(N2CC3CC(C2)c2cccc(=O)n2C3)c(NC(=O)c2ccncc2)c1)c1cccc(C)c1 (configuration not stated)	-3%	-2%	-10%
O=C(NCc1ccccc1)c1nncc(-c2ccccc2)n1	-13%	-3%	-11%
COc1ccc(/C=N/NC(=O)C2C3CCCCC32)cc1OC (configuration not stated)	-17%	-15%	-20%
O=C(C[n+]1cc(-c2ccc(Cl)cc2)n2c1CCC2)Nc1nc(-c2ccc(F)cc2)cs1	18µM*	0%	?
Cc1ccc(NC(=O)C2CC(=O)N(C(C)C)C2)cc1Cl (configuration not stated)	2%	-2%	-29%
O=C(O)CSCC(=O)Nc1ccccc1	1%	.	-11%
COc1ccc(CCNC(=O)C(=O)c2c(C)[nH]c3ccccc23)cc1	?	3%	-3%
CC(C)NC(=O)c1nn(C)c2ccccc12	-14%	2%	2%
O=S(=O)(CCN1CCN(c2ccccn2)CC1)c1ccc(F)cc1	-4%	1%	-2%
CCOc1ccc(-c2ncnn2-c2sc3c(c2C#N)CCCCC3)cc1	?	-16%	-28%
CC(C)Oc1ccc(S(=O)(=O)N2CCOCC2)cc1NC(=O)CSc1nnc(C2CC2)n1C	-11%	.	-21%
COc1ccc(C(=O)NNC(=O)Cc2ccc([N+](=O)[O-])cc2)cc1	-8%	-4%	-11%
Fc1ccc(N2Cc3ccsc3C=N2)cc1	21%	-6%	7%
O=C(C1=C[C@H](c2ccc(C(F)(F)F)cc2)C[C@H](OCCCCO)O1)N1CCOCC1	-22%	7%	-43%
COc1cc2c3nnc(-c4ccc(F)cc4)c-3cn(Cc3ccccc3)c2cc1OC	5.2µM*	-5%	3.3µM*
CC(=NNS(=O)(=O)c1ccc([N+](=O)[O-])cc1)c1ccc(C)cc1	-1%	.	23%
Cc1cccc(OCCCCCN2CCOCC2)c1	-3%	-1%	-2%
Clc1ccc(CCNC(c2nnc(-c3ccccc3)o2)c2ccccc2Cl)cc1 (configuration not stated)	23µM*	-12%	18µM*
Cc1cc(C(N)=O)c2ccccc2n1	0%	-3%	1%
Fc1ccc(-n2ncc3c(Nc4cccc(Cl)c4)ncnc32)cc1	?	0%	?
COC(=O)C1CCN(C(=O)COC(=O)c2ccc(N3CCCC3=O)cc2)CC1	0%	0%	4%
C=CCn1c(SCC(=O)Nc2nccs2)nnc1-c1ccco1	13%	?	9%
CCC(C)[C@H](NC(=O)N1CCCCC1)C(=O)OC (some centres not stated)	-14%	-4%	1%
COC(=O)C1=C(C)NC2=C(C(=O)CC(C)(C)C2)C1c1cn(Cc2ccc(Br)cc2)nc1-c1ccccc1 (configuration not stated)	?	-8%	?
CC(NC(=O)C1CCN(S(=O)(=O)c2cc([N+](=O)[O-])ccc2Cl)CC1)c1ccccc1 (configuration not stated)	?	-2%	?
Cc1ccc(NC(=O)CSCC#N)cc1	-15%	0%	-5%
Cc1ccc(C(=O)c2c3ccc([N+](=O)[O-])cc3[n+]([O-])n2CCC(N)=O)cc1	15µM*	-5%	5.8µM*
O=C1c2ccncc2C(=O)N1c1cccc(Cl)c1	8%	2%	24%
C=C(C)c1cccc(C(C)(C)NC(=O)NCC2CCCO2)c1 (configuration not stated)	-2%	-2%	-14%
COc1ccc(CNC(=O)N2[C@H]3CC[C@@H]2C=C(c2ccc(F)cc2OCc2ccccc2)C3)cc1OC	7.3µM*	.	8.2µM*
Cc1ccccc1C(=O)NC1CCN(CC(=O)N2CCCCC2C)CC1 (configuration not stated)	7%	1%	12%
CCCCn1c(=S)[nH]c2c(=O)n(C)c(=O)n(C)c21	-18%	.	0%
COc1ccc(Cc2nc3ccc(C(=O)N4CCCC4)cc3o2)cc1	-8%	-7%	-15%
COc1ccc(NC(=O)CSC(C)c2nc3ccccc3c(=O)[nH]2)cc1 (configuration not stated)	5%	-12%	-5%
O=c1cc(NC2CCCCCC2)[nH]c(=O)[nH]1	-22%	-5%	?
Cc1ccc(S(=O)(=O)Nc2ccc3c(c2)nc(CCN2CCN(c4ccccn4)CC2)n3C)cc1	-10%	-17%	?
CN(CC(=O)Nc1ccc(Cl)c(Cl)c1)CC(=O)Nc1ccc2c(c1)OCO2	4%	-5%	?
CCCCOc1ccc(C(=O)NCC(=O)NCC(=O)OCC)cc1	?	-3%	16µM*

Bioassay records: PubChem, National Center for Advancing Translational Sciences (NCATS)
